M1 ag parental – counter-screen for M1 agonists: effect in parental CHO-K1 cells; Fluo-8 calcium fluorescence; scaled to maximal ATP response, vehicle zero; actives 0.48% (n = 360,000); activation, % at 3 µM; AID 602248; in the data active = activation above about 15%;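 also: untransfected CHO-K1 host cells lacking M1 receptor as counterscreen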
M1 ag – activates human CHRM1 receptor; activation, % at 3 µM; actives 0.33% (n = 360,000); CHO-K1 hM1, Fluo-8 calcium fluorescence, agonist mode; 0% DMSO, 100% acetylcholine EC100; AID 588814;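 active = activation above the run's mean compound activation plus 3 SD, cut at about 16% in these data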;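 also: peak over basal fluorescence ratio within a 140 s kinetic read after compound addition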
CHO parental Ca – counter-screen for OX1R antagonists: effect in parental CHO cells | actives 0.63% (n = 330,000) | parental CHO-K1, ATP-induced calcium, Fluo-8 fluorescence | inhibition, % at 5.6 µM;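 active = inhibition above that plate's mean sample inhibition plus 3 SD, cut at about 26% in these data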;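 also: 0% = ATP-challenged DMSO wells and 100% = DMSO wells without ATP; some compounds past the cut are filed as inactive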
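Test system: untransfected parental CHO cell line. Compound: one dose, 5.6 µM nominal. Detection: intracellular calcium via Fluo-8 no-wash fluorescent dye. Measure: % inhibition. Benchmarks: ATP-challenged DMSO wells low, unchallenged DMSO wells high.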
TAAR1 antagonist – human TAAR1 antagonism | CHO RD-HGA16 TAAR1, Fluo-8 calcium fluorescence, antagonist | actives 1.5% (n = 360,000) | inhibition, % at 3 µM;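 active = inhibition above a per-plate cutoff, the mean inhibition of test compounds on that plate plus 3 SD, cut at about 49% in these data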;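 also: 0% = DMSO plus EC80 beta-PEA response and 100% = DMSO alone without agonist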
Target sequence (Q96RJ0 whole entry, looked up): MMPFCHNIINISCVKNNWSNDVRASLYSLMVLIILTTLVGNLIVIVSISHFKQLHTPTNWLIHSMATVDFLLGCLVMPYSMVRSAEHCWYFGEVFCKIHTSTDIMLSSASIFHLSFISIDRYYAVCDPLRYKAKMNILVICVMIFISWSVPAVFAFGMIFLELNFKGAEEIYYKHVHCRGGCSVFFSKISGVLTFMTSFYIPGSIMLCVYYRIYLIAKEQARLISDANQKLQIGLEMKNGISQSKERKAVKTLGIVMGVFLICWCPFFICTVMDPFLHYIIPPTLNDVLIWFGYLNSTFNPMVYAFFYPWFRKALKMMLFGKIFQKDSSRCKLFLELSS
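System: CHO RD-HGA16 cells bearing hTAAR1. Reagent: EC80 β-phenethylamine stimulus. Schedule: seeding 17-24 h prior, 75-min 37 °C, 30-min RT dye loading. Signal: Fluo-8 intracellular calcium dye fluorescence, real-time kinetic reads. Read-out: % inhibition from peak post-agonist over basal fluorescence ratio. Benchmarks: vehicle wells and EC80 agonist wells. Replicates: n of 1.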
CHO-K1 Ca PAM – nonselective activator or artifact in parental CHO-K1 calcium assay; ATP EC20, Fluo-8 calcium fluorescence; 0% at ATP EC20, 100% at ATP max; actives 0.02% (n = 360,000); activation, % at 3 µM;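 active = activation above the run cutoff, the mean activation of all test compounds plus 3 SD, cut at about 40% in these data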;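 also: peak over basal fluorescence ratio in a 140 s read after ATP addition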
V1R ag counter – V1a receptor agonism, counter-screen for OXTR agonists; P37288; CHO-V1R cells, Fluo-8 calcium fluorescence, agonist mode; 0% DMSO, 100% 3 nM vasopressin; activation, % at 3 µM; actives 0.25% (n = 320,000); AID 2797;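 active = activation above the mean activation of all tested compounds plus 3 SD, per screening run, cut at about 20% in these data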;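 also: signal is peak over basal fluorescence ratio across a 100 second FLIPR read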
OXTR potentiate – potentiators of human oxytocin receptor; P30559; CHO-OTR cells, Fluo-8 calcium fluorescence, potentiator mode; 0% = oxytocin EC15, 100% = EC100; activation, % at 3 µM; actives 0.061% (n = 320,000);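 active = activation above that plate's cutoff, the mean activation of tested compounds plus 3 SD, cut at about 6.6% in these data, passing the limit was not always enough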;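 also: 100% uses oxytocin at 75 nM as the full agonist control; some results filed as inactive read as strong as hits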
Target sequence (P30559 whole entry, looked up): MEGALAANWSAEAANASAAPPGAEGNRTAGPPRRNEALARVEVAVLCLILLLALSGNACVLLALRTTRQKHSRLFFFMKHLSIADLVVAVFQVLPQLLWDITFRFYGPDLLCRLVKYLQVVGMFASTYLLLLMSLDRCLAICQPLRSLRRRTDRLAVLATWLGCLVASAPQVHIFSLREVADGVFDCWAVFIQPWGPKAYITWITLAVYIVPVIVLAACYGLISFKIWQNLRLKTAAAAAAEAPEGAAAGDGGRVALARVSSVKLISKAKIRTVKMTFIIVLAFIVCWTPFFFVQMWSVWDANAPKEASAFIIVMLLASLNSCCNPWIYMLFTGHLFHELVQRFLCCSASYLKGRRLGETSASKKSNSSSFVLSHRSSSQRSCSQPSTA
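System: human OTR in CHO cells / Also added: sub-maximal oxytocin, roughly EC15 / Control set: EC15 oxytocin low, 75 nM oxytocin high / Schedule: 6 min compound pre-incubation at room temperature, 100 s kinetic read / Compound: single-point 3.0 µM / Replication: singlicate / Technique: Fluo-8 calcium dye fluorescence / Read-out basis: % activation of max/min ratio relative to oxytocin controls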
CHO-K1 Ca antag – M1 antagonist counterscreen hit in parental CHO-K1 cells; inhibition, % at 3 µM; actives 0.6% (n = 360,000); ATP-induced calcium, Fluo-8 fluorescence;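 active = inhibition above a per-plate cutoff, the plate's mean sample inhibition plus 3 SD, cut at about 24% in these data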;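 also: 0% = DMSO plus EC80 ATP and 100% = DMSO alone without ATP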
TAAR1 agonist – human TAAR1 agonism | Q96RJ0 | CHO RD-HGA16 TAAR1, Fluo-8 calcium fluorescence; vehicle wells 0%, saturating PEA agonist 100% | activation, % at 3 µM | actives 0.99% (n = 360,000) | AID 624467;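 active = activation above the mean activation of all test compounds in the run plus 3 SD, cut at about 38% in these data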
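Signal – calcium-sensitive Fluo-8 signal, excitation 470-495, emission 515-575 nm · System – RD-HGA16 (CHO) cells co-expressing Gα16 and hTAAR1 · Incubation – 17-24 h seeding, 75 min 37 °C dye, 30 min RT · Compound dosing – 3 µM single concentration · Repeats – no replicates (n 1)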
Active calls of the source: *; . = no result given.

Order of values: CHO parental Ca, TAAR1 agonist, M1 ag parental, TAAR1 antagonist, M1 ag, V1R ag counter, OXTR potentiate, CHO-K1 Ca PAM, CHO-K1 Ca antag
Cc1cccc(C(=O)NC(=S)NCc2ccccc2)c1
    -9, -2, 1.3, -26, -5, -0.8, -7, 15, -10
COc1ccc(CC(=O)N/N=C(\C)c2cccnc2)cc1
    1, 1, 0.6, -36, -2, 1.1, -8, -12, -1
Cc1ccc(NC(=O)C2Cc3ccccc3CN2C(=O)c2ccco2)cc1S(=O)(=O)N(C)C (configuration not stated)
    0, 0, 2.4, -8, -5, -0.6, -13, -11, -21
CSC(=N/N=C(\N)c1cnccn1)SC
    -2, 1, 0.9, -7, -6, -0.2, 1, 20, -9
CC1(C(=O)NC(=S)N(Cc2ccccc2)c2ccccn2)CC1(Cl)Cl (configuration not stated)
    5, 0, -0.1, 13, -12, 0.5, -7, 21, 0
O=C(Nc1cccc(F)c1)c1sc(Cl)nc1-c1ccccc1
    -19, 0, 0.3, -14, -7, -1.7, -2, 9, -1
CCN(CC(=O)N1CCOCC1)S(=O)(=O)c1ccccc1
    -1, -2, 0.5, 2, -4, 0.0, -5, 8, -7
COc1ccc(S(=O)(=O)NCc2ccncc2)cc1OC
    -5, 4, 8.4, -5, 0, 5.3, -1, 15, -7
Clc1ccc(-n2cc(COCc3ccccc3)nn2)cc1
    -13, 6, -0.2, -1, -5, -0.7, -3, 13, -6
COCCn1c(SCc2ccc(OC)c(F)c2)nnc1-c1ccncc1
    6, -2, 1.3, -8, -4, 0.3, -22, 7, -8
CCOC(=O)N1CCN(C(=O)CN2C(=O)c3ccccc3S2(=O)=O)CC1
    5, -1, 0.5, -12, 1, 1.0, 1, 7, -8
Nc1nc(N)c(N=Nc2ccc(Cl)cc2)c(=O)[nH]1
    -13, 5, 0.4, -3, -7, 0.0, -2, 1, -1
COc1cc(/C=C2/SC(=S)N(CC(=O)O)C2=O)ccc1OC(=O)c1ccco1
    -3, 0, 0.3, -25, 0, 1.5, -4, -14, -9
Cn1ccc2c(-c3cccc(C=O)c3F)cc3c(c21)C1CCC3C1 (configuration not stated)
    ., -2, 3.5, -12, 8, ., ., 6, 6
CCCCCOC(=O)Nc1ccc(S(=O)(=O)Nc2cccc([N+](=O)[O-])c2)cc1
    -15, 4, 0.0, 19, -7, 1.4, -16, -8, 12
Cc1ccc(C(=O)CCNc2cccc(Br)c2)o1
    -11, 6, -0.2, 11, -1, -0.3, -10, -6, 17
CC(=O)Nc1ccc(S(=O)(=O)NC2Cc3ccccc3C2)cc1
    4, 13, 3.0, 10, 0, 5.9, -13, 16, -6
CCC(Sc1nc2ncccc2[nH]1)C(=O)NCCc1ccccc1 (configuration not stated)
    -3, 3, 1.4, -14, -8, 0.6, -1, 19, -5
O=C(Cn1cnc2ccccc2c1=O)NCCC(=O)Nc1ccc2c(c1)OCO2
    -1, 3, 1.7, -28, -6, 0.5, -18, 27, -15
O=C(CSc1nnc(C2CC2)n1Cc1ccccc1)c1cc2ccccc2o1
    -29, 3, 0.7, 9, -3, 0.8, -10, 0, -14

Part of the list above in order of formula weight, descending:
Order of values: CHO parental Ca, TAAR1 agonist, M1 ag parental, TAAR1 antagonist, M1 ag, V1R ag counter, OXTR potentiate, CHO-K1 Ca PAM, CHO-K1 Ca antag
CCCCCOC(=O)Nc1ccc(S(=O)(=O)Nc2cccc([N+](=O)[O-])c2)cc1
    -15, 4, 0.0, 19, -7, 1.4, -16, -8, 12
CCC(Sc1nc2ncccc2[nH]1)C(=O)NCCc1ccccc1 (configuration not stated)
    -3, 3, 1.4, -14, -8, 0.6, -1, 19, -5
CC(=O)Nc1ccc(S(=O)(=O)NC2Cc3ccccc3C2)cc1
    4, 13, 3.0, 10, 0, 5.9, -13, 16, -6

Further results
Order of values: CHO parental Ca, TAAR1 agonist, M1 ag parental, TAAR1 antagonist, M1 ag, V1R ag counter, OXTR potentiate, CHO-K1 Ca PAM, CHO-K1 Ca antag
Cc1ccc(-c2cc(C(=O)N3CCOCC3)c3ccccc3n2)o1
    -21, 3, 1.0, -2, 5, 0.9, -2, 10, -13
Cc1cc(/C=N/n2cnnc2)c(C)n1-c1ccccc1
    3, 3, 5.5, -5, -4, 0.0, -12, 12, -1
O=C(CSc1cccc(C(F)(F)F)c1)NC(=O)c1ccccc1
    -5, 3, 1.4, -15, -4, 0.5, 0, 16, -10
Cc1cccc(N(CC(=O)NCCc2ccccc2)C(=O)CCC(=O)Nc2ccccn2)c1C
    -22, 15, 1.2, -11, 2, 4.9, -6, 1, -10
COc1ccc(CN(Cc2nc3ccccc3c(=O)[nH]2)C(=O)NC2CCCCC2)cc1
    -18, 15, 0.7, 7, -3, -1.5, -11, -2, 2
O=C(/C=C/c1ccc(F)cc1)NC(=S)NC1CCCCC1
    -12, -1, 0.8, 12, -1, -0.3, -1, 10, -15
CCOCCCNC(=O)CN(Cc1ccc(Cl)cc1)S(C)(=O)=O
    -18, 3, 0.2, -1, -5, 0.6, -6, -5, 5
Cc1ccc(C(=O)O/N=C\c2ccc(N3CCOCC3)c([N+](=O)[O-])c2)cc1
    3, 1, 0.7, 7, -2, -0.4, -23, 16, -2
CC(=O)Nc1ccc(-c2csc(NC(=O)CCCc3cccs3)n2)cc1
    1, 6, 2.3, 18, -5, 3.0, 9, 4, -4
N/C(=N\OC(=O)Oc1ccccc1)c1cccc([N+](=O)[O-])c1
    0, 5, 0.3, 5, 8, 0.1, 6, 13, -11
COc1ccc(C2=NOC(C(=O)Nc3cc(C)nn3-c3ccccc3)C2)cc1OC (configuration not stated)
    -13, 1, 0.4, -19, -3, 1.4, -1, 4, 3
COc1cccc(OCC(O)CN2CCN(c3ccccn3)CC2)c1 (configuration not stated)
    -3, 5, -0.1, -5, -9, 0.9, 1, 10, -1
CN1CCN(S(=O)(=O)c2ccc(N3CCN(C(c4ccccc4)c4ccccc4)CC3)nc2)CC1
    -19, 1, 0.0, 8, -13, -0.4, -11, 5, -2
COc1ccc(C(=O)Nc2cccc(S(=O)(=O)NC3=NCCC3)c2)cc1OC
    1, 6, -0.3, 8, -2, 2.5, -10, 7, -18
COc1ccc(CCNC(=O)C(C(=O)c2ccccc2)n2ccccc2=O)cc1OC (configuration not stated)
    -8, 0, 0.3, 7, -5, -0.1, -8, 13, -2
CC(C)CN(C(=O)COc1ccc(-c2nnco2)cc1)C1CCS(=O)(=O)C1 (configuration not stated)
    0, 2, 0.7, 6, -3, 0.1, -4, 5, -8
CC1=C(C(=O)N2CCOCC2)CC(CC(=O)NCc2ccco2)C(=O)N1Cc1ccccc1 (configuration not stated)
    ., 4, 0.2, -16, -3, ., ., -1, -7
CNC(=O)c1ccsc1NC(=O)CCS(=O)(=O)c1ccccc1
    2, 1, 0.7, -6, -4, 1.8, 0, -16, 4
C=CCc1cc(Cl)ccc1OCCCNC(C)C
    -4, 35, 2.3, -3, -12, 9.1, -6, 21, -2
O=S(=O)(Nc1nc2ccccc2nc1N1CCc2ccccc2C1)c1ccc(Cl)cc1
    -20, 20, 0.3, -49, -2, 4.0, -3, 8, 1

The listing continues.
Order of values: CHO parental Ca, TAAR1 agonist, M1 ag parental, TAAR1 antagonist, M1 ag, V1R ag counter, OXTR potentiate, CHO-K1 Ca PAM, CHO-K1 Ca antag
CCCn1c(/N=C/c2c[nH]c3ccccc23)nc2ccccc21
    -4, 9, 0.9, -25, -3, 0.9, -2, 12, -21
COc1ccc(-n2nc(C#N)c(Cl)cc2=O)cc1
    ., 9, -0.4, 18, -9, ., ., 7, -6
COc1ccc(C(=O)NCC(C)C)c(OC)c1
    -14, 1, -1.1, 7, -1, -0.8, -2, -5, 17
CC(=O)Nc1ccc(NS(=O)(=O)c2ccc3c(c2)NC(=O)CC(=O)N3)cc1
    2, 2, -0.2, -7, 0, 0.2, -7, 14, -17
Cc1cc(C)n2nc(C(=O)OC(C)C(=O)c3cc(C)c(C)cc3C)nc2n1 (configuration not stated)
    -14, 3, 1.3, 1, -1, 0.7, -6, 9, 1
COc1cc(C(=O)NCC(c2ccco2)N2CCOCC2)cc(OC)c1OC (configuration not stated)
    1, 0, 1.6, -2, -2, 1.5, 9, 8, 3
O=C(NCc1cccs1)C1CCCN(S(=O)(=O)c2ccc(Br)s2)C1 (configuration not stated)
    -22, 9, 2.1, -4, -6, 1.7, -9, 22, -12
CC/C=C/C(=O)N1CC2(CC(c3cccc(NC(=O)CC(c4ccccc4)c4ccccc4)c3)=NO2)C[C@@H]1C(N)=O (some centres not stated)
    -10, 10, 0.2, 34, -8, 0.7, -3, -17, 14
Cc1ccc(CSCC(=O)NCc2ccc3c(c2)OCO3)cc1
    -17, -2, 0.0, -3, -4, -0.7, -4, 3, -2
COc1cc2c(cc1OC)C(c1cccc(F)c1)CC(=O)N2 (configuration not stated)
    -2, 1, 0.7, 1, 6, 0.6, 2, -11, 4
COCC(=O)OCC(=O)Nc1cc(C(C)(C)C)nn1-c1ccccc1
    -12, 6, -0.5, -3, -2, 0.1, -8, -8, 12
C=CCn1c(CCn2c3ccccc3c3ccccc32)n[nH]c1=S
    -18, 2, 0.8, 2, -4, 0.7, -14, 22, -2
O=S(=O)(NC1CC2CCC1C2)c1ccc(Cl)cc1 (configuration not stated)
    -7, 4, 2.6, -12, -8, -0.5, -18, 18, -10
O=C(COc1ccc2ccc(=O)oc2c1)N1CCN(c2ccc(F)cc2)CC1
    -27, 2, 7.6, -14, -1, 0.2, -1, 10, -21
CCN(CC)CCCNC(=O)c1c(O)c2c([nH]c1=O)CCCC2
    -8, 1, 0.4, -32, -12, 0.7, -3, 0, -19
COc1cc(NC(=O)c2cccs2)c(C(=O)OCC(=O)NC(=O)NC(C)(C)C)cc1OC
    -29, 9, 1.1, 29, -5, -1.3, 4, 19, -10

Bioassay records as filed in PubChem BioAssay.
